Shn3 3UTR inh: inhibitors of Schnurri-3 3'UTR reporter in osteoblasts. actives 0.52% (n = 360,000). inhibition, % at 12.5 µM. AID 588674. Clone20 osteoblast Shn3 3'UTR firefly luciferase, 24 h;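 active = mean inhibition of at least 75% with every replicate also reaching 75%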;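 also: 0% = median of neutral control wells and 100% = pilot-screen positive control compound; some compounds past the cut are filed as inactive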
Peg3 prom inh: inhibitors of Peg3 promoter; HeLa PEG-Prom luciferase reporter, luminescence, overnight; inhibition, % at 20 µM; actives 1.7% (n = 360,000);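 active = inhibition of at least 50% at 20 µM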
HIF-2a inh: inhibitors of HIF-2a. inhibition, % at 18.8 µM. 786-0 RCC cells HIF-2a reporter, luciferase luminescence, overnight. actives 0.72% (n = 360,000). AID 624352;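 active = inhibition of the luminescence signal of 40% or more relative to plate controls, in a single-dose primary screen at 18.75 µM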
NR2E3 ag-1: agonists of human NR2E3 nuclear receptor | actives 0.35% (n = 360,000) | CHO-S Gal4-NCOR/VP16-NR2E3 two-hybrid, luciferase | inhibition of corepressor binding, % at 3.98 µM | Q9Y5X4 | AID 602229;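 active = inhibition above the mean of all tested compounds plus 3 SD, cut at about 70% in these data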;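 also: 0% = DMSO with NR2E3 transfected cells and 100% = cells lacking NR2E3 construct; higher means lower luciferase signal from less NR2E3 corepressor binding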
Target sequence (Q9Y5X4 whole entry, looked up, the tested form may be a part): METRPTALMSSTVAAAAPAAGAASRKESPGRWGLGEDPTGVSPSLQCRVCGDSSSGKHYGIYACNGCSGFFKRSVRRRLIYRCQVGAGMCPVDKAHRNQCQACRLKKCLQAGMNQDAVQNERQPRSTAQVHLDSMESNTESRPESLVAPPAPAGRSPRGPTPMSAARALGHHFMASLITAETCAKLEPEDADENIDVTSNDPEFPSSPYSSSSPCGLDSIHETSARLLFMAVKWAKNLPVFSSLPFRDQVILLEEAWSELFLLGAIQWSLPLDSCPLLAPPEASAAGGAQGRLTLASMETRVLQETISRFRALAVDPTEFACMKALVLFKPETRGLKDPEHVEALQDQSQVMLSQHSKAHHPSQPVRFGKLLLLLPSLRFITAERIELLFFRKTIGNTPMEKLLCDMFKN
TWEAK-Fn14 inh: inhibitors of TWEAK-Fn14 interaction signaling | TWEAK-stimulated Fn14 reporter cells, luciferase luminescence, 8 h | inhibition, % at 10 µM | actives 2% (n = 360,000); in the data active = inhibition above about 50%
C8 TRAIL sens: sensitizes caspase-8 expressing cells to TRAIL | NB7+C8 cells + TRAIL, ATPlite viability luminescence | inhibition (viability loss, TRAIL sensitization), % at 10 µM | actives 1% (n = 360,000) | AID 624354;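 active = compounds causing at least 50% loss of cell viability in the single-dose screen, relative to plate controls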
CF NFkB inh: blocks PAF-induced NF-kB reporter in cystic fibrosis cells. KKLEB NF-kB-GFP reporter, GFP fluorescence overnight. inhibition, % at 5 µM. AID 588850. actives 0.86% (n = 360,000);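 active = at least 50% inhibition at 5 µM, scaled per plate between neutral and stimulator controls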;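 also: PAF is a Pseudomonas aeruginosa culture filtrate used as stimulus; plate controls were PAF-stimulated DMSO wells for no effect and unstimulated DMSO wells for full effect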
NR2E3 ag-2: activates human photoreceptor nuclear receptor NR2E3. Q9Y5X4. GST-NR2E3/biotin-RetCOR TR-FRET, 1536-well. inhibition of corepressor binding, % at 4.78 µM. actives 0.12% (n = 320,000). AID 2300;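 active = percent inhibition above the cutoff of mean plus 3 SD of all tested compounds, set per screening campaign, cut at about 20% in these data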;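 also: 0% = DMSO wells and 100% = biotin wells as full block of FRET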
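Material – GST-tagged NR2E3 plus biotinylated RetCOR corepressor · Quantity – NR2E3 fusion 1.35 nM · Times – 5 h incubation at 4 °C · Medium – pH 7.5 Tris-based buffer · Technique – TR-FRET, Eu(K)-anti-GST donor, streptavidin-D2 acceptor, ex 340, em 617/671 nm · Benchmarks – high control biotin, low control 0.6% DMSO · Format – 1536-well plates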
TROY signal inh: blocks TROY-dependent signaling in reporter cells. Q293 LMP1-TROYcd NF-kB luciferase reporter, 4 h. inhibition, % at 10 µM. actives 0.98% (n = 360,000). AID 1347056;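 active = compounds whose plate-normalised and pattern-corrected inhibition of the luciferase reporter signal at the single screening dose is 50% or more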
KKLEB tox: counter-screen for CF NF-kB inhibitors: cytotoxicity. KKLEB CF airway cells viability, ATPlite luminescence, overnight; hits give low values; cells stimulated with P. aeruginosa culture filtrate. activity change (cytotoxicity), % at 5 µM. actives 0.36% (n = 360,000). AID 602141;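 active = corrected activity change at or below -50% at 5 µM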
TRPM1 prom inh: MITF TRPM1 promoter inhibition in SK-MEL-5 cells; SK-MEL-5 TRPM1 promoter luciferase, 24 h; inhibition, % at 12.5 µM; actives 0.83% (n = 330,000);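 active = mean inhibition across replicates of 60% or more, whatever share of single replicates reaches that level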; also: values of inactives mirror those of a sister screen read the other way
* hit, by the source's call; . = not tested or not shown.

SMILES	Shn3 3UTR inh	Peg3 prom inh	HIF-2a inh	NR2E3 ag-1	TWEAK-Fn14 inh	C8 TRAIL sens	CF NFkB inh	NR2E3 ag-2	TROY signal inh	KKLEB tox	TRPM1 prom inh
COc1ccc(S(=O)(=O)c2nnn(-c3cccc(Cl)c3)c2N)cc1	-6	11	13	2	11	-1	-1	1	6	8	15
CN(C)c1ccc(NC(=O)Nc2cccc3ccccc23)cc1	-31	-170	-190	-15	7	11	-37	-2	17	12	-57
O=C(CSc1ccc2ccccc2n1)NC1CC1	0	-59	-87	-12	34	-14	-39	5	-4	0	-3
Cc1nc(Nc2ccc(S(=O)(=O)N3CCCCC3C)cc2)c2nnn(Cc3ccccc3)c2n1 (configuration not stated)	74	32	26	5	66*	24	9	4	19	-3	25
COCCn1c(-c2ccc(OC)cc2)cnc1SCC(=O)Nc1cc(C)on1	22	8	11	-12	7	4	2	3	22	-2	6
Cc1c(NC(=O)Nc2ccc(Cl)c(Cl)c2)sc(=S)n1C	-6	-42	-94	-82	-15	-6	12	1	-11	-14	-15
Oc1cccc(C(=S)N2CCC(Cc3ccccc3)CC2)c1	-10	10	14	-6	-6	-11	10	-3	17	-1	1
O=C(NCc1nc2ccccc2[nH]1)C1=C[C@@H](c2csc3ccccc23)C[C@@H](OCCCCO)O1	-7	20	26	-8	16	11	-4	2	1	1	13
CCOC(=O)c1ccc(NC(=S)Nc2ccccc2)cc1	7	-85	-37	-11	-17	-3	-4	3	-29	6	0
CCOc1ccc(-n2c(SCc3cc(=O)oc4cc(C)ccc34)nnc2-c2cccnc2)cc1	-32	4	2	-35	-9	-1	-6	3	-7	17	-1
O=C(NN1C(=O)/C(=C/c2ccc(O)c([N+](=O)[O-])c2)SC1=S)c1ccccc1Cl	-19	7	7	-41	-3	4	5	4	-3	15	13
O=C(O)c1ccc(-n2cncn2)c([N+](=O)[O-])c1	53	14	13	5	8	-27	15	1	-3	-4	-30
N/C(=N\OC(=O)CC1CCCCC1)c1ccccn1	-79	-217	-234	-98	11	6	-17	-3	10	6	-87
Cn1c(CNC(=O)c2ccco2)nnc1SCC(=O)Nc1c(F)cc(F)cc1Br	-11	-5	-5	9	20	2	-3	1	-1	9	-16
COC(=O)C1=C(C)N(Cc2ccccc2)C(=NCCc2ccccn2)N[C@H]1c1cccc(C(F)(F)F)c1	5	8	5	-1	-4	16	17	.	0	-3	43
CCOc1ccc(NS(=O)(=O)c2ccc(NC(=O)c3ccccc3C(=O)O)cc2)cc1	2	22	17	-1	5	-11	5	1	-6	5	-12
O=C(O)Cn1nnnc1-c1ccc(F)cc1	-3	0	12	-17	-2	-12	18	-3	-1	-17	6
CCOc1ccc(C(=O)N[C@H](C(=O)Nc2ccccc2OC)C(C)C)cc1	1	-11	-2	-12	-12	-17	-5	-1	0	8	5
Cc1ncsc1CCOC(=O)c1ccccc1	-12	-85	-12	-54	-24	-7	-6	2	-44	-10	-30
Cc1ccc(-c2n[nH]c(=S)n2/N=C/c2c(C)nn(-c3ccccc3)c2C)cc1	4	31	13	8	0	0	-15	0	20	-8	3
O=c1c(Cl)c(Nc2cccc(Cl)c2)cnn1-c1nc2ccccc2s1	-78	-179	-121	-54	62*	20	-4	10	26	0	-10
COc1cccc(/C=N/NC(=O)c2ccc(N3CCCC3=O)cc2)c1	5	-14	-9	-28	20	9	18	2	1	-28	5
Cc1[nH]c2ccc(Br)cc2c(=O)c1CN1CCOCC1	-17	15	4	9	2	-7	0	3	12	1	6
O=C(O)C1CCCCN1S(=O)(=O)c1ccccc1 (configuration not stated)	-19	-4	0	-2	-8	-18	9	1	12	1	-6
N#Cc1ccc2ccn(CC(=O)N3CCCc4ccccc43)c2c1	16	20	-14	-25	5	-13	-15	-1	-4	-3	21
O=CN1CCN(C(=O)c2ccc3c(c2)OCO3)CC1	14	0	-12	-10	-3	-15	-4	.	11	-12	1
NC(=O)Cn1c(=O)n(CCc2ccccc2)c(=O)c2c3c(sc21)CCCC3	4	15	0	-3	-7	-1	-9	2	20	-3	7
O=[N+]([O-])c1ccc(Oc2cccc(F)c2)c2ccncc12	0	18	47*	-30	33	-6	41	0	15	-17	17
COc1cc(/C=C(\C#N)C(=O)Nc2cccc(C(=O)O)c2)ccc1OCc1ccc(C)cc1	-60	-334	-7	-104	12	4	-26	4	-9	6	-96
CC1(C(=O)NCc2cccnc2)CCC(=O)N1Cc1cccs1 (configuration not stated)	-8	7	2	-21	3	-17	-9	1	-18	-3	.

Continued, overlapping the part above by 3 compounds.
SMILES	Shn3 3UTR inh	Peg3 prom inh	HIF-2a inh	NR2E3 ag-1	TWEAK-Fn14 inh	C8 TRAIL sens	CF NFkB inh	NR2E3 ag-2	TROY signal inh	KKLEB tox	TRPM1 prom inh
O=[N+]([O-])c1ccc(Oc2cccc(F)c2)c2ccncc12	0	18	47*	-30	33	-6	41	0	15	-17	17
COc1cc(/C=C(\C#N)C(=O)Nc2cccc(C(=O)O)c2)ccc1OCc1ccc(C)cc1	-60	-334	-7	-104	12	4	-26	4	-9	6	-96
CC1(C(=O)NCc2cccnc2)CCC(=O)N1Cc1cccs1 (configuration not stated)	-8	7	2	-21	3	-17	-9	1	-18	-3	.
O=C1CC(N2CCSCC2)C(=O)N1c1ccc(F)cc1 (configuration not stated)	0	10	13	-10	-10	-15	0	-1	-3	-12	-12
O=C(NCC1CC1)c1onc(CSc2ccncc2)c1C(=O)NCC1CC1	1	14	26	9	3	0	-8	1	-4	-6	-6
COc1ccc(CC2(CO)CCN(Cc3cccc4nccnc34)CC2)cc1	2	5	8	-8	-5	6	-4	3	17	-5	-1
Cc1ccc(CNC(=O)CSCc2ccccc2)cc1	-21	-52	-104	-57	-9	0	4	0	-25	-6	-13
COCc1cc(C)nc2sc(C(=O)Nc3ccccc3C)c(N)c12	-10	-40	-193	-17	-49	1	9	4	-2	7	-23
Cc1nc(Nc2ccccc2F)c2oc3ccccc3c2n1	-56	-88	-124	-48	-15	20	-6	0	-58	-11	-12
Fc1ccc(N2CCN(Cc3ccccn3)CC2)cc1	9	7	8	-5	16	-5	-7	0	4	6	9
COc1ccc(OC)c(NC(=O)Cc2coc3cc(C)cc(C)c23)c1	1	12	16	-7	7	8	-3	0	-1	-37	2
O=C(CCc1ccccc1)Nc1nc2ccc(S(=O)(=O)N3CCOCC3)cc2s1	4	3	-2	4	-11	-2	-5	9	-8	3	3
O=C1NC(=S)S/C1=C1\Sc2ccccc2N1CCCS(=O)(=O)O	9	10	13	-32	4	-5	7	-10	0	-2	4
O=C(Nc1ccccc1)NC1(C(=O)NCc2ccco2)CCCCC1	2	5	16	4	13	11	0	0	2	4	-3
CCn1nnnc1SCC(=O)N1CCOCC1	-5	0	12	-16	-13	-2	-13	0	14	9	-11
C/C=N\NC(=O)CNC(=O)CNC(=O)c1ccccc1	-13	0	5	-13	0	-4	4	3	-6	8	-24
O=C(O)COc1ccc(-c2nnn(Cc3ccccc3F)n2)cc1	7	-6	-1	5	-2	-8	-4	3	-9	3	-22
COc1ccc(CCC(=O)NNC(=O)c2cccs2)cc1	-18	24	1	-23	-8	-18	9	2	-2	1	7
O=C(Nc1cccc(C(=O)N2CCOCC2)c1)c1ncn[nH]1	6	17	-3	-9	-14	-33	-8	5	-9	12	3
CCC(C)Nc1cc(C)c(C#N)c2nc3ccccc3n12 (configuration not stated)	-14	13	19	6	9	-20	-9	-1	-22	-5	7
CCCOc1ccc(N2C(=O)CC(N(CCOC34CC5CC(CC(C5)C3)C4)C(C)=O)C2=O)cc1 (configuration not stated)	5	14	23	-29	-21	-7	-16	-2	-2	-2	1
CCNC(=O)Cc1ccc(Br)cc1	-1	5	17	2	4	-8	14	-3	-18	6	-7
CC1CCN(CCCNC(=O)c2n[nH]c(=O)c3ccccc23)CC1	-1	10	19	-4	-9	-3	4	1	-10	6	-5
COc1ccccc1Nc1nc(-c2sc(NC(=O)C(C)(C)C)nc2C)cs1	81	-3	-29	-29	21	8	-3	2	14	-3	-2
N=c1c2c(-c3ccccc3)c(-c3ccccc3)n(Cc3ccco3)c2ncn1CCN1CCOCC1	53	6	36	-7	-23	9	28	1	-4	-8	10
COc1cccc(CNC(=O)CCCn2nc(C)c3c(C)n(-c4ccccc4)nc3c2=O)c1	-2	30	13	-1	-11	18	-33	-1	-15	-5	2
Cc1cccc(NC(=S)NC(=O)CCc2ccccc2)c1	-17	-90	-158	-14	-16	0	-7	3	-36	3	-12
CCCCN(C)CCNC(=O)CN1C(=O)CSc2ccc(S(=O)(=O)N3CCCCC3)cc21	-13	-14	8	-2	10	-6	-18	2	-8	-32	-12
CCCS(=O)(=O)Nc1c(C(=O)OC)[nH]c2ccccc12	16	9	19	6	12	-7	0	-1	3	1	22
CCn1c(COc2ccc(Cl)cc2)nnc1SCC(=O)Nc1ccc2c(c1)OCCO2	14	10	8	-7	1	-18	9	3	-1	-7	5
COc1ccccc1/C=C/C(=O)NNC(=O)c1cc(C)oc1C	2	-9	-22	18	-7	5	19	-4	-28	0	0
COc1c(Br)cc(Br)cc1/C=C1/C(=O)N=C(N)N1C	5	9	19	3	9	-4	12	-4	13	0	-2
COc1ccnc(Oc2ccc(F)cc2)c1C(=O)N/C=N/OCc1cccc(F)c1	2	8	7	-9	0	-3	-6	3	10	12	-3
CC(C)CN(C(=O)c1ccc([N+](=O)[O-])s1)c1c(N)n(Cc2ccccc2)c(=O)[nH]c1=O	-11	-2	4	-15	18	-24	19	3	-13	-7	-70
Cc1cc(C(=O)NNC(=O)c2ccccc2[N+](=O)[O-])c(C)o1	1	-40	-77	-41	-2	31	-21	3	-16	-16	-17
COc1cc(NC(=O)CN(c2cc(C)cc(C)c2)S(=O)(=O)c2c(C)[nH]c(=O)[nH]c2=O)cc(OC)c1	-16	8	8	-31	5	10	15	-2	0	0	11
Cc1nn(-c2ccccc2)c(C)c1/C=N/NC(=O)CSc1nnc(SCc2ccc(Cl)cc2)s1	2	-138	-164	-18	83*	23	12	-1	18	-16	-2
CC(=O)Oc1ccc(-c2cc3c(OC(C)=O)cc(OC(C)=O)cc3oc2=O)cc1	-30	0	12	-28	4	20	-12	1	-28	0	.
CCOc1ccc(CN2CCCC(CO)(Cc3ccc(F)cc3)C2)cc1 (configuration not stated)	8	10	20	32	-11	4	6	-1	11	-3	-8
CC(=O)Nc1cccc(S(=O)(=O)N2CCCCCC2)c1	10	4	11	-7	9	5	1	2	-6	2	-13
CC(C)(OC(=O)NC(=O)C(F)(F)F)C(C)(C)OC(=O)NC(=O)C(F)(F)F	2	12	11	-1	-4	4	-7	0	-15	14	-3

High-throughput results: PubChem, several laboratories

Only part of the results is shown (hit frequency here may not be typical).
